LMP1 NFkB inh: EBV LMP1-driven NF-kappaB luciferase reporter inhibitors, primary screen, cell-based, luminescence, single point; LMP1-induced NF-kappaB luciferase reporter cells; inhibition, % at 12.5 µM; 350,000 tested, 0.69% active; in the data active means inhibition above about 41%;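 further: 0% = neutral control wells and 100% = reference inhibitor control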
NOD2 RIPK2 PPI: NOD2-RIPK2 binding disruptors in cells, primary screen, fluorescence, CHO cells, BLA complementation; Receptor-interacting serine/threonine-protein kinase 2 (Homo sapiens), O43353; CCF4 ratio; inhibition, % at 4.98 µM; 360,000 tested, 0.38% active; AID 624267, 2012; in the data active means inhibition above about 21%;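 further: 0% = vehicle only and 100% = reference blocker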
SRC2 inh: inhibition of GAL4-SRC2 driven luciferase reporter, primary screen, SRC2 inhibitor project, cell-based, luminescence; Nuclear receptor coactivator 2 (Homo sapiens), Q15596; HEK293 GAL4-SRC2 luciferase reporter; inhibition, % at 9 µM; 370,000 tested, 0.17% active; AID 651957, 2012;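 active means inhibition above the mean inhibition of all tested compounds plus 3 SD, set per campaign, cut at about 52% in these data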;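 further: 0% = DMSO treated cells and 100% = cells given Gossypol at 36 µM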
Target sequence (Q15596 whole entry, looked up, the tested form may be a part): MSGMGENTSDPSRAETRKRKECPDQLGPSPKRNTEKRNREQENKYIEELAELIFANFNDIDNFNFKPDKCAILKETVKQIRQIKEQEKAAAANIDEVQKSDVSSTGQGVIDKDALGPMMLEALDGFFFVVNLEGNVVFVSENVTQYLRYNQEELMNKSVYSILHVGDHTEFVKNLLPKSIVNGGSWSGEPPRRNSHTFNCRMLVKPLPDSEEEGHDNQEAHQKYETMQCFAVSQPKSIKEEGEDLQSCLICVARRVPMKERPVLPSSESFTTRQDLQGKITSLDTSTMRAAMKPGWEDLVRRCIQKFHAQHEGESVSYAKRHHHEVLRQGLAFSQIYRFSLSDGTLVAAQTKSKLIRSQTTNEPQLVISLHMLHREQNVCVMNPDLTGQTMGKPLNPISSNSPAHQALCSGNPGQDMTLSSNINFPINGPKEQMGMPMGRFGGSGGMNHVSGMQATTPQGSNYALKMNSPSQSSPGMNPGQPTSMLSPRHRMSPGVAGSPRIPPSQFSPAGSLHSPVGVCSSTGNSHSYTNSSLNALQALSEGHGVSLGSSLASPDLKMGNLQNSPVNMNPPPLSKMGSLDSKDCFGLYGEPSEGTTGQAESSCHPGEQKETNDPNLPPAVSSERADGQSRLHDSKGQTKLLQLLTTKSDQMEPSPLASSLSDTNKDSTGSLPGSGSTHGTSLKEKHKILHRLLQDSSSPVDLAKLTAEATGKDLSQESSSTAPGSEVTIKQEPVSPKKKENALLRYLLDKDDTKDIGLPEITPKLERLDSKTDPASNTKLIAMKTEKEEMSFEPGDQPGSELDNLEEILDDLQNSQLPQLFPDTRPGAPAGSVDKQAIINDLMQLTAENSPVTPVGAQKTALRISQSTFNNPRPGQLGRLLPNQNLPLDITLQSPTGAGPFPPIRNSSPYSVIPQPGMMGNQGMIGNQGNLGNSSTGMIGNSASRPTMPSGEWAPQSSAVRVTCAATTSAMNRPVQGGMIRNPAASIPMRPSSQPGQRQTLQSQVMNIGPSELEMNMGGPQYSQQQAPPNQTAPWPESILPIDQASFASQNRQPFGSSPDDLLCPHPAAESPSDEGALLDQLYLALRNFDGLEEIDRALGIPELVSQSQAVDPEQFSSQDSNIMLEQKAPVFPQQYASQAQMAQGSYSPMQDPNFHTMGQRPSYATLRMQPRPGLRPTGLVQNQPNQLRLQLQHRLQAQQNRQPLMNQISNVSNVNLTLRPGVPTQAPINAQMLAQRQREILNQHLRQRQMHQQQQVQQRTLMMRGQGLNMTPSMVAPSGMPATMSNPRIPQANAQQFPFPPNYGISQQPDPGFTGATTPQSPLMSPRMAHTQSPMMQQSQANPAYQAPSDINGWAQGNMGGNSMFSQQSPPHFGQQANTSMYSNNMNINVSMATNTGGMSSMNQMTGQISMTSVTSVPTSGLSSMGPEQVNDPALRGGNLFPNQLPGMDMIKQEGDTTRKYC
NR5A2 inv ag: LRH-1 (NR5A2) inverse agonists, primary screen, cell-based, luminescence, HEK293T, StAR-luciferase reporter; inhibition, % at 3.6 µM; 360,000 tested, 0.13% active; Nuclear receptor subfamily 5 group A member 2 (Homo sapiens), O00482; LRH-1 transfected, 24 h;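 active means inhibition above the mean inhibition of all tested compounds plus 3 SD, cut at about 73% in these data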;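 further: 0% = DMSO wells and 100% = reporter-only cells lacking LRH-1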
TWEAK-Fn14 inh: inhibitors of TWEAK-Fn14 signaling, primary screen, luciferase reporter cells, uHTS; TWEAK-stimulated Fn14 reporter cells, luciferase luminescence, 8 h; 360,000 tested, 2% active; AID 1159606, 2016; inhibition, % at 10 µM; in the data active means inhibition above about 50%
NCOA1 inh: SRC1 coactivator transcriptional activity inhibitors, primary screen, cell-based, luminescence; HEK293 GAL4-SRC1 luciferase reporter; inhibition, % at 3.6 µM; 360,000 tested, 0.12% active; AID 588354, 2011;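 active means inhibition above the campaign mean plus 3 SD, with each screening campaign given its own cutoff, cut at about 60% in these data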;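 further: 0% = DMSO treated cells and 100% = gossypol at 36 µM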
TROY NFkB inh: inhibitors of TROY-driven NF-kB signaling, primary screen, Q293 LMP1-TROYcd cells, NF-kB luciferase, uHTS; Q293 LMP1-TROYcd NF-kB luciferase reporter, 4 h; inhibition, % at 10 µM; 360,000 tested, 0.98% active; AID 1347056, 2019;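 active means compounds whose plate-normalised and pattern-corrected inhibition of the luciferase reporter signal at the single screening dose is 50% or more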
SRC3 inh: SRC3 coactivator transcriptional activity inhibitors, primary screen, cell-based, luminescence; Nuclear receptor coactivator 3 (Homo sapiens), Q9Y6Q9; HEK293 GAL4-SRC3 luciferase reporter; inhibition, % at 3.6 µM; 360,000 tested, 0.17% active; AID 588352, 2011;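 active means inhibition above a per-campaign cutoff, the mean of all compounds plus 3 SD, cut at about 60% in these data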;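 further: 0% = DMSO-treated cells and 100% = gossypol-treated cells at 36 µM; higher means less SRC3-driven luciferase light from the GAL4 reporter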
NR2F2 inh: NR2F2 transcriptional activity inhibitors, primary screen, cell-based, luciferase reporter, HEK293T, luminescence; COUP transcription factor 2 (Homo sapiens), P24468; HEK293T NGFI-A luciferase reporter; inhibition, % at 8.6 µM; 370,000 tested, 0.7% active; AID 686940, 2013;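 active means inhibition above a per-plate cutoff, mean inhibition of test wells between control levels plus 3 SD, cut at about 38% in these data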;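 further: cells cotransfected with COUP-TFII expression vector driving the NGFI-A reporter; 0% = median of COUP-TF2 test wells and 100% = reporter-only cells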
TLR9-MyD88 block: inhibitors of TLR9-MyD88 association in cells, primary screen, cell-based, CHO, BLA complementation, fluorescence | 340,000 tested, 0.21% active | CCF4 FRET ratio | inhibition, % at 4.98 µM;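 active means inhibition above the mean over all tested compounds plus 3 SD, cut at about 21% in these data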;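 further: 0% = DMSO only wells and 100% = clavulanate BLA inhibitor control wells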
TRAIL sens C8: viability loss with TRAIL in NB7+C8 cells, primary screen, TRAIL sensitizer project, cell-based, ATPlite luminescence; inhibition (viability loss, TRAIL sensitization), % at 10 µM; 360,000 tested, 1% active;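 active means compounds causing at least 50% loss of cell viability in the single-dose screen, relative to plate controls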
The depositor's hits bear a star; x = no result given.

structure	LMP1 NFkB inh	NOD2 RIPK2 PPI	SRC2 inh	NR5A2 inv ag	TWEAK-Fn14 inh	NCOA1 inh	TROY NFkB inh	SRC3 inh	NR2F2 inh	TLR9-MyD88 block	TRAIL sens C8
Cc1ccc([C@H]2C[C@H](n3cc(C4CC4)nn3)[C@@H](O)CN2Cc2cccs2)cc1	-3	-22	3	-19	-18	-31	-62	-30	4	-9	21
[O-][n+]1c2ccc3nonc3c2nn1-c1ccccc1Cl	-15	-11	-9	30	-14	8	7	-6	3	-3	-6
CCN(CC)S(=O)(=O)c1ccc(C(=O)OCC(=O)c2ccc3c(c2)NC(=O)CO3)cc1	5	-2	6	12	6	7	10	16	-3	-5	26
Cn1c(=O)c2c(nc(SCc3cccnc3)n2Cc2ccccc2)n(C)c1=O	-4	5	5	-2	1	-3	-5	15	-3	6	13
COc1ccccc1N(CC(=O)NCCN1CCOCC1)S(=O)(=O)c1ccc(C)cc1	-1	5	3	-16	17	-44	8	-4	3	-7	-7
Cn1nc(C(C)(C)C)cc1NC(=O)C1(C)CCN1C(=O)C1(c2ccccc2)CCCC1 (centres undefined)	x	-3	-8	21	-15	11	1	8	25	x	28
O=C(CCCN1C(=O)/C(=C/c2cccs2)SC1=S)NNC(=O)c1ccccc1O	12	0	14	14	-5	-26	12	20	0	3	15
O=C(NCN1C(=O)C2C3C=CC(C3)C2C1=O)Nc1ccccn1 (centres undefined)	1	-16	-20	2	-4	2	14	1	12	-4	-2
COc1cccc(CN2CC(C(=O)N(C)CCc3ccccc3)CCC2=O)c1 (centres undefined)	-4	-3	5	-12	2	-6	-13	-6	-4	1	14
O=C(CN1CCCCC1)N1CCCc2c1c(=O)oc1ccc(OCc3ccccc3)cc21	2	3	9	9	23	11	15	14	19	3	-10
COc1ccccc1C(=O)Nn1c(-c2cccs2)nc2ccccc2c1=O	6	-2	-9	5	-17	5	-15	13	-7	-1	-2
O=C(O)C1Nc2c(C(=O)N3CCOCC3)cccc2C2C=CCC12 (centres undefined)	15	-7	x	21	-11	-15	-5	14	x	5	-8
CC(C)CNC(=O)C1(C)CCCN1C(=O)CSc1ccccc1 (centres undefined)	x	10	-13	7	25	-4	-8	-24	11	x	-16
O=C(NC1CCCCC1)C(c1ccco1)N(C(=O)c1csnn1)C1CCCC1 (centres undefined)	13	0	6	-1	-1	-10	-18	10	16	-5	-14
COc1ccccc1Nc1nc(N)nc(CN2CCCCC2)n1	2	4	2	3	-11	2	13	12	-6	8	-6
COc1ccc(C2(C(=O)NCCN3CCOCC3)CCOCC2)cc1	-4	-1	-5	12	0	10	-16	2	15	-5	-7
CCCN1CCC(=O)N(CCN=[N+]=[N-])CC1	5	-1	-21	15	7	2	-11	7	-14	-5	-4
O=C(c1cn(-c2ccccc2)nc1-c1ccc(F)cc1)N1CCOCC1	-3	-10	-16	-4	-1	-8	6	-13	23	-8	-18
Cc1ccc(O)c(C(=O)c2cnc3c(c2)c(C)nn3-c2ccccc2)c1	4	6	1	-7	44	4	19	-4	-4	-11	-3
O=C(Nc1ccccc1NS(=O)(=O)c1ccc(F)cc1)C1CCCC1	-2	-3	6	1	7	3	13	18	-5	-22	-34
Nc1nncn1C(=O)CCc1ccccc1	-2	0	6	3	14	-13	10	7	-1	-5	-14
O=C(N[C@H]1CCC(=O)N([C@H](CSc2ccc(Br)cc2)Cc2ccccc2)CC1)OCc1ccccc1	11	-10	-4	16	4	19	-9	-2	27	-3	8
COC(=O)[C@@]1(C)[C@H]2C(=O)N(Cc3ccccc3)C(=O)[C@H]2[C@H]2CN=C(SCc3ccc(Cl)cc3)N21	70*	-17	-26	-7	6	11	13	-1	-3	-4	-19
CC12CC3(C)CC(C)(C1)CC(C(=O)NC(=S)N1CCCC1)(C2)C3	7	-5	-36	2	-3	-14	12	4	2	-6	0
COc1ccc2c(c1)SCC(=O)N2C	4	0	-21	2	-2	-6	-14	10	-28	-6	-2
Cc1nn(C)cc1CN(C)C(=O)c1nn2c(c1Br)NC(c1cccs1)CC2C(F)(F)F (centres undefined)	6	1	17	-2	8	-12	9	16	6	2	6
COc1cc(C(=O)Nc2ccc(-c3nnc(-c4ccco4)o3)cc2)cc(OC)c1OC	7	-1	-16	-18	31	-15	-11	-25	-13	-4	27
Cc1c(NC(=O)c2cc(-n3cnnc3)ccc2Cl)cccc1-c1nc2ccccc2o1	-10	6	-9	-10	-15	-35	-34	-13	-6	0	21
O=C(O)c1cc(S(=O)(=O)N2CCCCC2)ccc1N1CCOCC1	-5	-6	-6	2	-4	7	0	0	-9	3	4
O=C(Cc1ccccc1)NCCS(=O)(=O)N1CCN(c2cccc(Cl)c2)CC1	-4	6	-12	-6	8	-52	-7	-13	-6	-3	10

One compound at a time, as listed above. Order of values: LMP1 NFkB inh | NOD2 RIPK2 PPI | SRC2 inh | NR5A2 inv ag | TWEAK-Fn14 inh | NCOA1 inh | TROY NFkB inh | SRC3 inh | NR2F2 inh | TLR9-MyD88 block | TRAIL sens C8
COc1ccc2c(c1)SCC(=O)N2C in the list: 4 | 0 | -21 | 2 | -2 | -6 | -14 | 10 | -28 | -6 | -2
[O-][n+]1c2ccc3nonc3c2nn1-c1ccccc1Cl in the list: -15 | -11 | -9 | 30 | -14 | 8 | 7 | -6 | 3 | -3 | -6

Other records.
structure	LMP1 NFkB inh	NOD2 RIPK2 PPI	SRC2 inh	NR5A2 inv ag	TWEAK-Fn14 inh	NCOA1 inh	TROY NFkB inh	SRC3 inh	NR2F2 inh	TLR9-MyD88 block	TRAIL sens C8
O=C(N/N=C/c1cccc([N+](=O)[O-])c1)c1ccccc1-n1cccc1	7	1	4	5	-17	2	7	0	16	-2	5
COC(=O)C1=NN(C(=O)c2cccc(Br)c2)C(O)(c2ccc(Cl)cc2)C1 (centres undefined)	1	2	5	17	-46	-2	20	-17	-18	1	-3
O=C(/C=C/c1ccc([N+](=O)[O-])cc1)c1cccs1	-4	7	-44	-19	7	-50	-8	-4	-1	-8	25
COC(=O)CNC(c1ccccc1)c1cc(Br)ccc1NC(C)=O (centres undefined)	5	-10	-12	-7	-12	-17	8	-9	3	-6	3
O=C(CSc1nnnn1C1CC2C=CC1C2)Nc1ccc(C(=O)O)cc1 (centres undefined)	-17	-10	-6	-7	-13	-4	-15	-16	15	-3	-11
CCC(NC(=O)c1ccccc1NC(=O)c1ccccc1)C(=O)OC (centres undefined)	-8	2	1	-9	9	3	-1	0	-2	7	2
COCCCNC(=O)CCc1nc(-c2ccccc2)no1	2	-4	-11	12	20	-22	9	-7	-9	7	7
O=C(NCCS(=O)(=O)NCCc1ccccc1)c1ccccc1	-10	-5	-10	-19	-6	-71	-10	-6	7	4	2
COc1ccc(NC(=O)c2cc(-c3ccc(F)cc3OC(C)C)n[nH]2)c(OC)c1	x	-4	7	-13	30	14	-11	-5	5	x	-18
CCCCc1cn([C@@H](CCCCNC(=O)OC(C)(C)C)C(=O)N2CCN(C(=O)OC(C)(C)C)CC2)nn1	1	-6	1	21	8	3	-1	10	-5	-3	1
COc1cccc(-c2cnc(C(O)c3ccc(F)cc3C)[nH]2)c1 (centres undefined)	x	-1	-32	2	-4	-9	-7	-6	9	x	7
O=C(NCC1COc2ccccc2O1)C1(c2ccccc2)CCCC1 (centres undefined)	1	-7	21	9	12	10	-5	-1	1	2	1
CCN(Cc1ccccc1)C(=O)c1ccc(SC)cc1OC	-5	-15	-6	1	4	-2	-12	1	-9	-2	-5
COc1ccc(NC(=O)CN(C)C(=O)CN2C(=O)NC3(CCCCC3)C2=O)cc1	-3	4	-18	13	-2	-7	-4	-33	-11	-16	-7
Cc1ccccc1NC(=S)N(CCN1CCCCCC1)Cc1cccs1	1	-3	-11	20	-22	-11	-3	14	1	2	-9
CS(=O)(=O)c1ccc(C(=O)OC2CCOC2=O)cc1[N+](=O)[O-] (centres undefined)	-5	-6	4	-9	17	-22	-18	-3	16	1	23
Cn1c(=O)[nH]c(=O)c2c1nc(Br)n2CC(O)COc1ccccc1 (centres undefined)	-24	-4	18	-29	4	-2	4	7	6	4	5
C/C(=C\c1ccccc1)C(=O)c1c(C)cc(C)[nH]c1=O	18	-7	10	-12	31	12	22	2	12	-8	-2
c1cc(-c2ccc(N3CCOCC3)cc2)n2cnnc2c1	x	-2	-62	-28	-3	-27	-21	-16	-19	x	9
Cc1ccc(NC(=O)CN2C(=O)NC(C)(c3ccccc3)C2=O)c(C)c1 (centres undefined)	7	2	-10	10	10	-5	10	-6	-4	4	-14
COc1ccc(C)cc1NC(=O)CN1C(=O)COc2ccc(S(=O)(=O)N3CCCCCC3)cc21	1	-3	-6	-12	2	7	11	-9	20	5	-10

Records listed so far marked active in LMP1 NFkB inh.
| Molecule | LMP1 NFkB inh | NOD2 RIPK2 PPI | SRC2 inh | NR5A2 inv ag | TWEAK-Fn14 inh | NCOA1 inh | SRC3 inh | NR2F2 inh | TLR9-MyD88 block |
| --- | --- | --- | --- | --- | --- | --- | --- | --- | --- |
| COC(=O)[C@@]1(C)[C@H]2C(=O)N(Cc3ccccc3)C(=O)[C@H]2[C@H]2CN=C(SCc3ccc(Cl)cc3)N21 | 70* | -17 | -26 | -7 | 6 | 11 | -1 | -3 | -4 |

Bioassay records deposited in PubChem BioAssay by several laboratories.

These rows are one share of the data; count on the stated rates, not on these rows.
